Screening data as filed in PubChem BioAssay.
GAA glycogen mod: qHTS Assay for Inhibitors and Activators of Human alpha-Glucosidase Cleavage of Glycogen; Lysosomal alpha-glucosidase (Homo sapiens), P10253; recombinant GAA, glycogen substrate, Amplex Red glucose oxidase fluorescence; Potency, µM (titrated, usually from 76.4 µM), without a hit: top-dose activity change, negative = inhibition, actives largely listed as inhibitors; actives 0.38% (n = 300,000); AID 2100, 2009;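 note: 0% = full enzyme reaction and -100% = no-enzyme basal signal; the screen sought inhibitors and activators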
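Recombinant enzyme (4 nM final) with compounds titrated up to 77 uM and bovine liver glycogen (30 ug) in citrate pH 5.0, 0.01% Tween-20, 37 C 40 min. Released glucose detected by Amplex Red/glucose oxidase (Ex 573/Em 610); AC50 from Hill fits.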
RECQ1 helicase: qHTS Assay for Inhibitors of RecQ-Like Dna Helicase 1 (RECQ1); ATP-dependent DNA helicase Q1 (Homo sapiens), P46063; RECQ1 DNA unwinding, red fluorescence kinetic read; Potency, µM (highest dose often 57.3 µM), without a hit: top-dose activity, negative = inhibition, actives largely listed as inhibitors; actives 0.54% (n = 240,000); AID 2549, 2010;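 note: plate controls were vehicle for no effect and no enzyme for full effect; nearly all actives have a fitted effect of over 30% in size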
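50 nM RECQ1T1 preincubated 15 min with compound in Tris pH 8.0 buffer with MgCl2, DTT, Tween-20 and 2.5 ug/ml poly(dI-dC); started with 200 nM TAMRA/BHQ-2 forked duplex and 2 mM ATP. Unwinding read as fluorescence (525/598 nm), two reads 2 h apart.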
GAA spleen mod: qHTS Assay for Inhibitors and Activators of Human alpha-Glucosidase From Spleen Homogenate; Lysosomal alpha-glucosidase (Homo sapiens), P10253; human spleen homogenate, 4-MU-alpha-glucoside fluorescence; actives 0.006% (n = 240,000); Potency, µM (top dose mostly 79.9 µM), inactives show at the highest dose activity change, negative = inhibition, hits mostly inhibitors;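 note: 0% = enzyme with vehicle and -100% = no enzyme basal signal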
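Enzyme source: human spleen homogenate, 1 ug/well. Buffer 50 mM citric acid/K phosphate pH 5.0, 0.01% Tween-20. 4-MU-alpha-glucoside 1 mM; 37 C x 40 min; NaOH/glycine stop; fluorescence.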
GAA inhib: qHTS Assay for Inhibitors of Human alpha-Glucosidase as a Potential Chaperone Treatment of Pompe Disease. Lysosomal alpha-glucosidase (Homo sapiens), P10253. purified human GAA, 4-MU-alpha-glucoside fluorescence. Potency, µM (top dose mostly 76.9 µM), inactives show top-dose activity change, negative = inhibition, most hits filed as inhibitors. actives 0.005% (n = 200,000);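 note: plate controls were uninhibited enzyme wells for no effect and no-enzyme background for full effect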
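Endpoint fluorogenic read: 20 min room-temperature reaction of 4 nM human alpha-glucosidase with 400 uM 4-methylumbelliferyl-alpha-D-pyranoside, pH 5.0, quenched with 1M NaOH/1M glycine pH 10. AC50 from Hill modeling.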
L3MBTL1 inh: qHTS Assay for the Inhibitors of L3MBTL1; AlphaScreen L3MBTL1–H3K9me1 peptide binding; AID 485360, 2010; Potency, µM (top dose mostly 57.1 µM), for inactives: at the top dose activity, negative = inhibition, most hits filed as inhibitors; Lethal(3)malignant brain tumor-like protein 1 (Homo sapiens), Q9Y468; actives 0.66% (n = 230,000); note: nearly all actives have a fitted effect of over 60% in size
Target sequence (Q9Y468 whole entry, looked up): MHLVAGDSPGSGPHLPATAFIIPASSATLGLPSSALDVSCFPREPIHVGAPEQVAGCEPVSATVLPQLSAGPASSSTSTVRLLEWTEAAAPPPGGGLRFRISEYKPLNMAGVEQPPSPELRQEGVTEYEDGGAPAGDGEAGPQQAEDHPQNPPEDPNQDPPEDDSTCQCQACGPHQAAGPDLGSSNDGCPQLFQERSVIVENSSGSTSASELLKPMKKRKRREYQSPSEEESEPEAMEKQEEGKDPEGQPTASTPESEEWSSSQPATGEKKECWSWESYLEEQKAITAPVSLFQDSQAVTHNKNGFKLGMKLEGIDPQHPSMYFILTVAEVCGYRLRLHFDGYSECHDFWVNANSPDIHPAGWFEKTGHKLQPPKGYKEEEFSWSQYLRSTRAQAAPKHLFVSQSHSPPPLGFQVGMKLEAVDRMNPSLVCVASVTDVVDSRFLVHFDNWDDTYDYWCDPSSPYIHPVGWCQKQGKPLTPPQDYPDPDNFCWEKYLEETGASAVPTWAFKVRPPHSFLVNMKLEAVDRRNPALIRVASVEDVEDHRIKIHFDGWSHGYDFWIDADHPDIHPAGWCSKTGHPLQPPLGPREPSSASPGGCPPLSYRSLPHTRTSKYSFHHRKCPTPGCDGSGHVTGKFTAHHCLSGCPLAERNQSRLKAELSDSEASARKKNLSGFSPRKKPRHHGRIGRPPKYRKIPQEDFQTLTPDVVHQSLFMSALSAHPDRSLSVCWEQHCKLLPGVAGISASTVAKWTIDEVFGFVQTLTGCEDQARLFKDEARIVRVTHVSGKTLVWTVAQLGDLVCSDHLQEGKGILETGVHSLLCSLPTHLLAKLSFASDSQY
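Displacement of a biotinylated histone H3(1-15) peptide monomethylated at Lys9 (75 nM) from L3MBTL1 (50 nM) was measured by AlphaScreen after a 30 min room-temperature compound incubation; cefsulodin titration served as intraplate control.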
TRb SRC2 PPI: qHTS for Inhibitors of the Interaction of Thyroid Hormone Receptor and Steroid Receptor Coregulator 2 | actives 0.065% (n = 280,000) | Potency, µM (doses to about 106 µM), for the others: at the top dose activity change, negative = inhibition, actives largely listed as inhibitors | Thyroid hormone receptor beta (Homo sapiens), P10828 | TRbeta-SRC2 peptide binding, fluorescence polarization; receptor liganded with 1 µM T3;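 note: plate controls were bound peptide for no effect and peptide without receptor for full effect; nearly all actives have a fitted effect of over 50% in size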
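Fluorescence polarization of 20 nM Texas Red SRC2 peptide (20-aa NR interaction domain) bound to 0.6 uM human TRb ligand-binding domain, with 1 uM T3, after 5 hr at ambient temperature; inhibition seen as decreased polarization.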
TexasRed fluor: Total Fluorescence Counterscreen for Inhibitors of the Interaction of Thyroid Hormone Receptor and Steroid Receptor Coregulator 2. TRb/SRC2 Texas Red total fluorescence interference. Potency, µM (top dose mostly 106 µM), inactives show at the top dose fluorescence change, negative = quenching. actives 0.29% (n = 280,000); active = well fitted curve in either direction with a large enough effect; inconclusive = small, poorly fitted or top-dose-only effect
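Flags fluorescent or light-absorbing compounds by total fluorescence, S + 2P, at 555 nm excitation and 632 nm emission. Mixture: 20 nM Texas Red SRC2 peptide, 0.6 uM human TRb LBD, 1 uM T3, 5% DMSO; compound exposure 5 h at ambient temperature.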
RGS12 GoLoco inh: qHTS Assay for Inhibitors of RGS12 GoLoco Motif Activity (Red Fluorophore); Guanine nucleotide-binding protein G(i) subunit alpha-1 (Homo sapiens), P63096; Gai1:RGS12 GoLoco peptide FP, rhodamine, 10 min; Potency, µM (doses to about 61.6 µM), without a hit: at the top dose activity, negative = inhibition, most hits filed as inhibitors; actives 0.44% (n = 230,000); AID 880, 2007; active = well fitted inhibition curve with a large enough effect, not every such curve was filed as active; inactive = no such curve, though single readings can be large or run the other way; note: nearly all actives have a fitted effect of over 30% in size; many of its hits are not listed in these tables
Active calls of the source: *; i = inactive; u = inconclusive; x = no result given; & = joins results of further samples; [ ] = dose if it differs, or a comment. Unless noted, calls come from the whole dose curve; as a rule, active = well fitted curve in the direction sought with a large enough effect; inconclusive = small, poorly fitted or top-dose-only effect, or another doubt; inactive = no such curve, though single readings can be large; an effect the other way counts as inactive or inconclusive. Unless noted, % is set by controls: 0 for no effect and ±100 for the full control effect; potency is the fitted concentration of half-maximal effect. Not all compounds are listed (hit frequency here may not be typical).

structure	GAA glycogen mod	RECQ1 helicase	GAA spleen mod	GAA inhib	L3MBTL1 inh	TRb SRC2 PPI	TexasRed fluor	RGS12 GoLoco inh
COc1ccccc1-c1cc(=O)c2cccc(OC)c2o1	x	6%	-4%	x	x	0%	-1%	3%
O=C(CNC(=O)C1CCCCC1)NC1=NCCS1	8%	-1%	3%	2%	3%	-1%	-1%	4%
Cc1ccc(CSCCNC(=O)CN2C(=O)c3ccccc3S2(=O)=O)cc1	-3%	i	-4%	0%	-12%	0%	-5%	11%
COc1ccccc1Cn1c(=O)c2ccccc2n2c(SCc3csc(C)n3)nnc12	-3%	-9%	0%	-8%	2%	-23%	2%	1%
O=C(NNS(=O)(=O)c1ccccc1F)c1cc(-c2ccccc2)n[nH]1	u	6%	6%	x	-19%	-6%	1%	3%
Cc1cc(C(=O)N/N=C/c2ccc3c(c2)OCO3)c2ccccc2n1	-4%	-11%	-1%	x	19%	-10%	-4%	10%
Cc1ncsc1CCOC(=O)c1cccc([N+](=O)[O-])c1	2%&8%	-10%&-6%	-3%&-2%	-4%&0%	7%&17%	-4%&-21%	2%&-2%	11%&9%
COc1cc2c(cc1OC)C(CCc1ccccc1)=NCC2	3%	-3%	11%	x	-13%	-2%	-9%	-3%
Cc1cc(CNC(=O)COc2ccc(C)c(C)c2)c2ccccc2n1	-11%	2%	7%	2%	x	-3%	-1%	-4%
O=C1c2ccccc2NC(c2ccccn2)N1c1ccccc1F (stereo not drawn)	0%	-2%	-18%	7%	-1%	-12%	-1%	10%

(cont.)
structure	GAA glycogen mod	RECQ1 helicase	GAA spleen mod	GAA inhib	L3MBTL1 inh	TRb SRC2 PPI	TexasRed fluor	RGS12 GoLoco inh
Nc1cc(S(=O)(=O)Nc2ccccc2Cl)ccc1N1CCCC1	u	i	10%	x	u	3%	-1%	-1%
CSc1ccc(C#N)cc1NC(=O)c1cccc(Cl)c1	12%	-6%	-5%	-18%	5%	5%	-3%	-1%
Cc1cccc(OCC(=O)Nc2ccc(N3CCN(S(C)(=O)=O)CC3)cc2)c1C	9%	i	-1%	-5%	-2%	-19%	-1%	-1%
O=C(CN(CC1CCCO1)S(=O)(=O)c1ccc(S(=O)(=O)NCC2CCCO2)cc1)Nc1ccccc1 (stereo not drawn)	-2%	2%	0%	-6%	x	1%	3%	6%
O=C(CSc1nnc(CCCO)n1-c1ccccc1)Nc1nccs1	7%	i	-3%	u	-3%	-8%	-2%	2%
Cc1csc(NC(=O)CSc2ccc(-c3ccc(F)cc3)nn2)n1	-11%	-3%	10%	5%	4%	-2%	0%	4%
CCn1c(CNc2ccc(F)cc2)nnc1SCC(=O)Nc1ccc(OC)cc1OC	-13%	-3%	2%	3%	-10%	5%	0%	x
Cn1nc(C(F)(F)F)c(C(=O)Nc2ccc(F)cc2F)c1Oc1cccc(Cl)c1	-4%	-13%	-1%	-5%	5%	-10%	0%	5%
COc1ccccc1Oc1ccc2c(c1)C(=O)N(CC1CCCO1)C2=O (stereo not drawn)	8%	-5%	3%	5%[15.4 µM]	9%	-10%	1%	4%
CSc1nc(N(C)NC(=O)c2ccc(F)cc2)c2ccccc2n1	2%	-2%	0%	-7%	u	0%	-1%	30%[activator]

More records
structure	GAA glycogen mod	RECQ1 helicase	GAA spleen mod	GAA inhib	L3MBTL1 inh	TRb SRC2 PPI	TexasRed fluor	RGS12 GoLoco inh
CC(C)Cc1n[nH]c(=O)[nH]1	1%	-1%	-1%	-1%	-3%	4%	-1%	6%
CC(C)CN(CC(C)C)C1=N/C(=C\c2ccco2)C(=O)N1c1ccccc1	7%	u	-9%	-3%	-15%	12%	8%	128%[activator]
O=C(Nc1ccc(Cl)cc1C(F)(F)F)c1ccccc1Cl	12%	11%	4%	1%	10%	-17%	1%	-1%
O=c1cc(-c2ccccc2)nc2nc(-c3ccccc3)[nH]n12	2%	-7%	-5%	-6%	-5%	-6%	-7%	2%
O=C(CCCSc1nc(-c2ccco2)cc(C(F)(F)F)n1)NCc1cccs1	3%	-3%	2%	-12%	x	-12%	0%	8%
Cn1nc(C(F)(F)F)c(C(=O)Nc2ccc(C(F)(F)F)cc2)c1Cl	-9%	-7%	-8%	-5%	8%	-4%	-4%	6%
CCOc1ccccc1Nc1nc(-c2sc(NC(=O)c3ccc([N+](=O)[O-])cc3)nc2C)cs1	10%	0%	-12%	-6%	-6%	7%	0%	-2%
COc1ccccc1NC(=O)Nc1ccc(Br)cn1	-9%	i	-2%	-1%	4%	-4%	1%	12%
CCC(CC)C(=O)Nc1nnc(SCC(=O)N2CCN(c3ccccc3OC)CC2)s1	5%	-4%	-14%	3%	-4%	0%	-4%	-2%
CCNc1nc(Oc2ccc(=O)n(C)n2)nc(N2CCOCC2)n1	7%	-8%	2%	3%	0%	1%	-2%	2%

(cont.)
structure	GAA glycogen mod	RECQ1 helicase	GAA spleen mod	GAA inhib	L3MBTL1 inh	TRb SRC2 PPI	TexasRed fluor	RGS12 GoLoco inh
COCCN1C(=O)N[C@@H](c2cccc(F)c2)C(C(C)=O)=C1C	x	u	-7%[17.4 µM]	x	x	-2%[11.2 µM]	-1%[11.2 µM]	4%[14.2 µM]
CC(C)Cn1c(N)c(C(=O)COC(=O)C2CC(=O)N(Cc3ccccc3Cl)C2)c(=O)n(C)c1=O (stereo not drawn)	5%	-10%	x	-6%	-27%	0%	0%	12%
O=C(c1ccccc1)c1cnc(-c2ccccc2)s1	1%	i	-7%	0%	x	1%	-3%	3%
Cc1cc2cc(CNC(=O)c3ccc4c(c3)OCO4)ccc2n1C	5%	-1%	-14%	2%	-16%	-14%	6%	-32%
CCc1nc(N)c(C#N)c(-c2ccc(F)cc2)c1C	5%	2%	0%	-1%	x	0%	1%	8%
Cn1cc(-c2nc3ccccc3[nH]2)c2ccccc21	-12%	i	3%	-7%	-3%	3%	-3%	14%
CCCCn1c(SCC(=O)Nc2cccc(OC)c2)nc2ccc(N3CCOCC3)cc2c1=O	-14%	-18%	-3%	-4%	-4%[11.4 µM]	1%	1%	8%
Cc1cc(-c2nnco2)c(C)n1-c1ccccc1	9%	i	-4%	6%	x	-10%	-1%	13%
Cc1cc(=O)[nH]c(-c2ccccc2OC(F)(F)F)n1	8%	19%	-3%	-18%	3%	4%	-5%	10%
O=C(NCc1ccncc1)C(=O)N/N=C/c1cccnc1	13%	-1%	2%	11%	8%	0%	-4%	-9%

Single values from above:
Value for CC(C)Cn1c(N)c(C(=O)COC(=O)C2CC(=O)N(Cc3ccccc3Cl)C2)c(=O)n(C)c1=O (stereo not drawn) in TexasRed fluor: 0%
Value for Cc1cc(-c2nnco2)c(C)n1-c1ccccc1 in TRb SRC2 PPI: -10%

More results
structure	GAA glycogen mod	RECQ1 helicase	GAA spleen mod	GAA inhib	L3MBTL1 inh	TRb SRC2 PPI	TexasRed fluor	RGS12 GoLoco inh
CCC(=O)Nc1ccc(-c2nc(-c3ccccc3)n(CC(=O)N3CCCCC3)n2)cc1	-7%	-2%	2%	-7%	-6%[11.4 µM]	-9%	1%	4%
Cc1cc(C)n2nc(C(=O)N/N=C/c3ccccc3C)nc2n1	-3%	11%	-2%	x	-5%	6%	-2%	2%
CNc1cccc2c1C(=O)c1ccccc1C2=O	14%	-17%	-1%	-4%	8.9µM*	-1%	12%	64%[activator]
O=C(Cc1cccc2ccccc12)Nc1ccc2oc(-c3ccccc3)nc2c1	-6%	i	-10%	-9%	x	-13%	5%	28%
CC1(C)Cc2c(sc(NC(=O)C3CC(Cl)=CCC3C(=O)O)c2C#N)CO1 (stereo not drawn)	-4%	i	-3%	9%	9%	-4%	-1%	19%
CC(C)C(=O)c1ccc(O)c(O)c1	7.1µM*	u	1%	x	3%	3%	-5%	3%
COc1ccc(CN2CCN(C(=O)c3cccs3)CC2)c(OC)c1OC	-10%	-12%	0%	6%	-8%	-31%	2%	-5%
C[C@@]12CCC=C[C@H]1[C@H](c1ccc3ccccc3c1)N(Cc1ccccc1)C2=O	0%	i	-1%	x	x	-6%	1%	0%
CC(C)(C)NC(=O)Cn1ccc(=N)c2ccccc21	-2%	-12%	0%	-4%	2%	-1%	0%	3%
N#CC1=C(SCC(=O)NC23CC4CC(CC(C4)C2)C3)NC(=O)C(C#N)C12CCCCC2 (stereo not drawn)	u	-7%	-2%	u	11%	-7%	-3%	-6%

Remaining list, next part:
structure	GAA glycogen mod	RECQ1 helicase	GAA spleen mod	GAA inhib	L3MBTL1 inh	TRb SRC2 PPI	TexasRed fluor	RGS12 GoLoco inh
CCOc1ccc(OCc2ccc(C(=O)N(CC)CC)cc2)cc1	16%	17%	5%	-1%	6%	-1%	1%	7%
Cc1cc(Cl)ccc1OCC(=O)N1C(C)CCCC1C (stereo not drawn)	4%	-16%	1%	-8%	10%	-20%	-1%	4%
O=C(Nc1ccccc1)C1Cc2ccccc2CN1C(=O)c1ccco1 (stereo not drawn)	9%	i	-5%	-6%	x	0%	1%	7%
COc1cc(C=Nc2cccc(C)c2)c(O)c([N+](=O)[O-])c1	17%	-1%	-1%	-3%	-15%	-4%	-3%	17%
COCc1cc(C)nc(SCC(=O)Nc2ccc(C)c(C)c2)c1C#N	1%	-9%	-3%	8%	11%	8%	0%	6%
CCCSC1=C(C#N)C(c2cc(OC)ccc2OC)CC(=O)N1 (stereo not drawn)	2%	1%	-3%	2%	18%	4%	-2%	6%
